From PubChem
KDM5B inhibitor: inhibitors of human KDM5B histone demethylase; KDM5B demethylase, FDH-coupled NADH fluorescence (FDH is formaldehyde dehydrogenase); Potency, µM (series often up to 57.7 µM), inactives show at the top dose activity change, negative = inhibition, hits mostly inhibitors; 220,000 tested, 2.6% active; AID 1347165; active means well fitted inhibition curve with a large enough effect; inconclusive means small, poorly fitted or top-dose-only effect; inactive means no such curve, though single readings can be large or run the other way; further: 0% is about no effect; nearly all actives have a fitted effect of over 70% in size
Target sequence (Q9UGL1 whole entry, looked up): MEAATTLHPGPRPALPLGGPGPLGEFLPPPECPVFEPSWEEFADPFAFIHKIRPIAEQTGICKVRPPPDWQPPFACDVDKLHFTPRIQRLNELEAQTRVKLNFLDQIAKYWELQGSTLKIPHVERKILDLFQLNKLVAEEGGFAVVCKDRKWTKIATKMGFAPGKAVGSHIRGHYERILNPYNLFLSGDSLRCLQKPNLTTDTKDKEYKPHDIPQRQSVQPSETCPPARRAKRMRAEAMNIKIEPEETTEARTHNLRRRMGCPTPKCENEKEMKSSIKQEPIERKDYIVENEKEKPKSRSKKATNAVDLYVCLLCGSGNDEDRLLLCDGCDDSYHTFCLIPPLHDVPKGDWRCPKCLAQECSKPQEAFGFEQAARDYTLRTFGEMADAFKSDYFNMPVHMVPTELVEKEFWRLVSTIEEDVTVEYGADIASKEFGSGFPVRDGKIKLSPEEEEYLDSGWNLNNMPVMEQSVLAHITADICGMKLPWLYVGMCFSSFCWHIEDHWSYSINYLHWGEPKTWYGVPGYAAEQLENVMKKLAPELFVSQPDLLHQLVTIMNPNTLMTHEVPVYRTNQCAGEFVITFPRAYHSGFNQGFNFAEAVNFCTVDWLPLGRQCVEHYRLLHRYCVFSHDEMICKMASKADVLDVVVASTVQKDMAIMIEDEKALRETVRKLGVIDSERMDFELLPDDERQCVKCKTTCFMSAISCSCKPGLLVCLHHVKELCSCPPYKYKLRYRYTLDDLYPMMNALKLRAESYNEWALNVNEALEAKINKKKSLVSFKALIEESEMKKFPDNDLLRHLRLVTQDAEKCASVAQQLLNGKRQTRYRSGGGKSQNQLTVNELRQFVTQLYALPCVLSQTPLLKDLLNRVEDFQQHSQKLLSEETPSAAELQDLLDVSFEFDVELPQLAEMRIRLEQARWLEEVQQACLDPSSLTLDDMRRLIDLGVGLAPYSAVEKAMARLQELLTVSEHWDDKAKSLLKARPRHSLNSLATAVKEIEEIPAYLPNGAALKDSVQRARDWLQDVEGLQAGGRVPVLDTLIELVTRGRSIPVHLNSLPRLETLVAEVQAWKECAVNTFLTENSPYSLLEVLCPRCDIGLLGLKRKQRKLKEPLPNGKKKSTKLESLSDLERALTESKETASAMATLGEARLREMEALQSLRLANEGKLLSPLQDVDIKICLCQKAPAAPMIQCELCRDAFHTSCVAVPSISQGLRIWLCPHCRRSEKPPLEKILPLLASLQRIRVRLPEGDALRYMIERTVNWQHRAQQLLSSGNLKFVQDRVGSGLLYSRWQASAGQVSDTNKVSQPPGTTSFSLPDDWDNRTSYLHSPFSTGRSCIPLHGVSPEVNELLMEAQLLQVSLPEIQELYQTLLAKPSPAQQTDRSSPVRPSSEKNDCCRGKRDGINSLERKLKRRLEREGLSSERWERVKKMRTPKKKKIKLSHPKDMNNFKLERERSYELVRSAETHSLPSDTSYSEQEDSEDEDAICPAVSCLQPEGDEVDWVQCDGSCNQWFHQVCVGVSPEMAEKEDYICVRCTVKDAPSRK
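qHTS format, multiple compound concentrations. Buffer 50 mM HEPES pH 7.5/0.01% Tween-20; 200 nM KDM5BΔAP final; 10 min compound preincubation; substrate-mix levels 12.5 µM peptide, 25 µM α-KG, 0.25 mM NAD⁺; 30 min RT; ΔRFU.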
* marks the source's active call; other numbers are inactive results; ? = inconclusive; & = joins results of further samples; [ ] = dose if it differs, or a comment. Potency means the concentration at half of the fitted maximal effect.

Structure	KDM5B inhibitor
NC(Cc1ccccc1)C(=O)N1CCC2(CC1)CN(C(=O)c1ccc(Cl)cc1)CCO2 (stereo not given)	-27%[115 µM]
Cc1nc2nc(NCc3c(Cl)cccc3Cl)[nH]n2c(=O)c1C	17%
CCCOC(=O)c1[nH]c2c(c1C)C(=O)CC(c1ccccc1)C2 (stereo not given)	-11%
O=C([C@@H]1C[C@H](F)CN1C(=O)Cc1ccc(F)cc1)N1CCCCC1	23%
O=C1C(O)C2(CCCCC2)N1C1CCNCC1 (stereo not given)	149%[activator]
CNC(=O)c1nc(-c2ccc(COc3ccc4c(c3)OCO4)cc2)no1	11%
CCOC(=O)c1c(C)oc2nc(C)nc(NCc3ccccc3OC)c12	-18%&-22%
Cc1ccc(S(=O)(=O)N2CC[C@H]3NC(=O)N(c4ccc(C(C)C)cc4)C(=O)[C@H]32)cc1	-3%[86.2 µM]
CC(C)NC(=O)c1ccccc1OCC1CCCN(C(=O)C2CCOCC2)C1 (stereo not given)	-10%
CCOc1cc(C(=O)NNC(=O)C2CCCCC2)ccc1OC(F)F	24%
CC(C)(C)c1ccc(OCC(=O)N(Cc2ccco2)Cc2ccccc2F)cc1	?
COc1ccc(CNC(=O)CC2CCCN(c3cnn(CC4CC4)c(=O)c3)C2)cc1 (stereo not given)	-10%
OCc1n[nH]c2c1CN(Cc1cccc(OCC(O)CN3CCOCC3)c1)CC2 (stereo not given)	?
CCc1ccccc1N(C)C(=O)c1nn(C)c2c1CSc1ccccc1-2	?
Cc1ccccc1C(=O)N[C@H]1[C@H](O)[C@H](O)C[C@@H]1c1cccnc1	-10%[86.2 µM]
O=[N+]([O-])c1cccnc1Oc1cccnc1	11%
Cc1nnc2n1CCC(N(C)C(=O)c1ccsc1)CC2 (stereo not given)	-10%
O=C(c1ccc(CS(=O)c2ccc(Cl)cc2)o1)N1CCN(c2ccccc2)CC1 (stereo not given)	22%
COC(=O)c1cn([C@H]2CO[C@H]3[C@@H]2OC[C@@H]3NC(=O)C2CC2)nn1	?
c1ccc(-c2cc3c(cn2)CN(Cc2ccc4[nH]ccc4c2)CCN3)cc1	-1%[86.2 µM]
O=C(CCc1ccccc1)N1CCCCCC1CN1CCOCC1 (stereo not given)	-16%
COc1ccc(/C=N/OC(=O)COc2cc(C)cc(C)c2)cc1COc1ccc(F)cc1	-8%
COc1ccccc1-c1nc2nccc(-c3ccccc3)n2n1	-14%
CN(C)Cc1nc(SCC(=O)Nc2ccc(F)c(F)c2)c2ccccc2n1	?
COc1ccc(C)cc1CN(C)C(=O)Cc1n[nH]c(=O)c2ccccc12	-11%
COC(=O)c1cc(Nc2nc3ccccc3nc2NS(=O)(=O)c2ccc(C)cc2)ccc1Cl	?
O=C(Nc1ccc2[nH]c(=O)[nH]c2c1)c1nn(-c2ccccc2)c2c1CCCCC2	?
O=[N+]([O-])c1cc(C(F)(F)F)ccc1N1CCN(CCOc2cccc(Cl)c2)CC1	0%
Cc1ccc(CNC(=O)N2CC(Oc3ccc(-c4nc(C)no4)cc3)C2)cc1	-4%
O=C(CC1CCOC2(CCN(S(=O)(=O)c3ccccc3)CC2)C1)NC1CC1 (stereo not given)	12%
COc1ccc(NC(=O)c2ccc3c(c2)NC(=O)CS3)cn1	11%
CC(C)c1ccc(NC(=O)CSc2ncc3c(n2)-c2ccccc2N(C)S3(=O)=O)cc1	-10%
COCCc1noc([C@@H]2CN(C(=O)c3cc(C)ccc3C)C[C@H]2CO)n1	11%
CN(Cc1ccccc1)C(=O)CNC(=O)C1CCCN(S(=O)(=O)c2ccc(F)cc2)C1 (stereo not given)	-10%
COc1cc(OC)c(NC(=O)CSCc2cc(=O)n3ccc(C)cc3n2)cc1Cl	1%
O=C(NCCc1ccncc1)C1CN(C(=O)c2ccccc2)CC12CCOCC2 (stereo not given)	27%
COc1ccc(N2CCN(C(=O)c3ccccc3F)CC2)c([N+](=O)[O-])c1	31%
CN(C)c1cccc(-c2cnc(NC(=O)C3(c4ccccc4)CC3)c3c2CCO3)c1	?
COC(=O)CN1C(=O)[C@@H]2C[C@@H](O)CN2C2(CN(Cc3ccccn3)C2)C1=O	-14%[86.2 µM]
Cc1nn(-c2ccc(F)cc2)c(Oc2ccc(F)cc2F)c1CCC(=O)NCC1CCCO1 (stereo not given)	-13%
COc1ccc2c(c1)/C(=N/OC(=O)c1cc(Cl)ccc1SC)CCC2	20%
CCc1nc(N)c(C#N)c(-c2cccs2)c1C	-9%
Cc1c(NC(=O)c2cccc(S(=O)(=O)N(C)C)c2)c(=O)n(-c2ccccc2)n1C	-11%
CN(Cc1cncs1)Cc1ccccc1C(F)(F)F	26%[86.2 µM]
O=C(NC1CC1)C1CN(Cc2ccccc2)C(=O)N1 (stereo not given)	16%[86.2 µM]
CCCn1nc(S(=O)(=O)N2CCCCC2)c(C(=O)OCC)c1C	-6%
COc1ccc(C(=O)OCCN2C(=O)c3ccccc3C2=O)cc1OC	11%
COc1ccccc1OCC(=O)c1ccc2c(c1)N(CCCC(=O)N1CCOCC1)C(=O)CO2	13%
COc1ccc(NC(=O)NC[C@H]2O[C@@H]3C[C@@H](CC(=O)N4CCC(F)(F)C4)O[C@@H]3[C@@H]2O)cc1	19%
CN(C)c1ncc2c(n1)C(C)(C(=O)Nc1ccccc1F)CCC2 (stereo not given)	?
O=C(C1CCCN(S(=O)(=O)c2cccs2)C1)N1CCN(c2ccccc2F)CC1 (stereo not given)	-4%
O=C1C2=C(Nc3ccccc3SC2c2ccc(Cl)c(Cl)c2)c2ccccc21 (stereo not given)	-20%
CCN1CCC(N2CCCC(N3CCN(c4cccc(Cl)c4)CC3)C2)CC1 (stereo not given)	-10%
O=C1CC2(CCN(Cc3cccc(O)c3)CC2)CN1Cc1ccc(F)c(F)c1	-15%
CCn1cc(C(=O)NCc2ccccc2)c(=O)c2cc(S(=O)(=O)N3CCOCC3)ccc21	-15%
COCCN1C(=O)CCc2cc(NC(=O)c3ccc(C)cc3C)ccc21	-10%
C/C(Cl)=C/C[N+]1(CC#Cc2cccc3ccccc23)CCOCC1	-3%
O=C(c1ccccc1F)N1CCC2(CC1)NC(=O)N(Cc1ccc(F)cc1)C2=O	-10%
COc1ccc(Nc2cc(C(=O)NCCCN3CCN(c4ccc(OC)cc4)CC3)c3ccccc3n2)cc1	?
Cc1ccc(CNC(=O)CC2Sc3ncccc3N(C)C2=O)cc1 (stereo not given)	4%

Pulled by compound from the list above, 2 records:
Structure	KDM5B inhibitor
CCc1nc(N)c(C#N)c(-c2cccs2)c1C	-9%
C/C(Cl)=C/C[N+]1(CC#Cc2cccc3ccccc23)CCOCC1	-3%

Following part
Compound	KDM5B inhibitor
CN(Cc1cccc(OC(F)(F)F)c1)Cc1ccccc1C(F)(F)F	18%
COc1ccc(OC)c(CCNC(=O)CCc2cn(Cc3cc(C)ccc3C)c3ccccc23)c1	?
O=C(NCCCNC(=O)c1cc2ccccc2[nH]1)c1cccc(F)c1	?
Cc1cccc(C(=O)Nc2ccc(C(=O)OCc3cc(=O)n4c(C)csc4n3)cc2)c1	-6%&-15%
c1ccc(CC2CCOC3(CCN(Cc4ccncc4)CC3)C2)cc1 (stereo not given)	?
COc1ccc(C2Cn3nnc(-c4noc(Cc5ccccc5C)n4)c3CO2)cc1 (stereo not given)	-16%
Cc1ccc(C(=O)N(C)C2CCCc3ccccc32)cc1 (stereo not given)	-26%[86.2 µM]
Cc1cccc(C(C)C)c1NC(=O)COc1ncnc2ccccc12	-6%
COc1ccc(C(=O)NCC(=O)OCC(=O)c2cc(OC)c(OC)c(OC)c2)cc1OC	-9%
CC(C(=O)Nc1cccc(C#N)c1)n1nc(-c2ccccc2)c2c(c1=O)CCCC2 (stereo not given)	-2%
Cc1cccc(NC(=O)NNC(=O)CCc2ccccc2)c1	37%
O=[S+]([O-])(c1ccccc1)N1CC2(CCCCN2Cc2cccnc2)Cc2ccccc21 (stereo not given)	-1%[115 µM]
Cc1ccc(NC(=O)N2CCC(CCNC(=O)c3sccc3C)CC2)cc1	28%
Cc1ccccc1-n1c(SCC(=O)Nc2c(C)cccc2C)nc(O)cc1=O	3%
O=C(CCc1nc2cccnc2n1Cc1cccs1)Nc1cccc(Cl)c1	?
COc1ccc(CCC(=O)N2CCC[C@H]2c2nc(-c3ccc(OC)cc3)no2)cc1	18%
COc1ccc(C2CC(=O)Nc3c2c(C)nn3-c2nncc(-c3ccc(C)cc3)n2)c(OC)c1OC (stereo not given)	-7%
Cc1cc(C)cc(NC(=O)c2cc(S(=O)(=O)N3CCCC3)ccc2F)c1	-10%
O=C(N1CCCC(c2nn[nH]n2)C1)C1(c2ccccc2)CC1 (stereo not given)	?
O=C(N[C@@H]1C[C@H](Cn2cc(C3CC3)nn2)[C@@H](O)[C@H]1O)C1CCOCC1	?
CCCc1noc(-c2ccn3c(CNC(=O)c4cccnc4)nnc3c2)n1	28µM*
CN(Cc1ccccc1)c1ccc(-c2nc(-c3ccncc3)no2)cc1[N+](=O)[O-]	-12%
CC(C)c1ccc(OC(=O)c2cc(-c3ccccc3)on2)cc1	-9%
COc1ccc(OC)c(NC(=O)C2CCN(c3cc(C(F)(F)F)ncn3)CC2)c1	20%
O=C(c1csc(Nc2cccc3ccccc23)n1)N1CCCC1	?
O=C(NCC1CC1)C1CCCN1S(=O)(=O)c1ccc(Br)s1 (stereo not given)	-5%
OC1(c2csc(CN3CCOCC3)n2)CCN(CC2CC2)CC1	-12%[86.2 µM]
COCc1cc(C[C@@H]2CC[C@H](O)[C@@H](CNCc3ccc(F)cc3)O2)no1	125%[activator][86.2 µM]
COc1ccc(C(=O)N2CCCCCCNC(=O)[C@@H]3C[C@@H](c4nc(-c5cnccn5)no4)C[C@@H]32)cc1	-3%
O=C(Cn1c(-c2cscn2)nc2ccccc21)Nc1cccc(N2CCCC2=O)c1	-34%

An excerpt from above in order of molecular weight, lowest first.
Compound	KDM5B inhibitor
CC(C)c1ccc(OC(=O)c2cc(-c3ccccc3)on2)cc1	-9%
O=C(c1csc(Nc2cccc3ccccc23)n1)N1CCCC1	?
COCc1cc(C[C@@H]2CC[C@H](O)[C@@H](CNCc3ccc(F)cc3)O2)no1	125%[activator][86.2 µM]
COc1ccc(OC)c(NC(=O)C2CCN(c3cc(C(F)(F)F)ncn3)CC2)c1	20%
O=C(Cn1c(-c2cscn2)nc2ccccc21)Nc1cccc(N2CCCC2=O)c1	-34%
COc1ccc(C2CC(=O)Nc3c2c(C)nn3-c2nncc(-c3ccc(C)cc3)n2)c(OC)c1OC (stereo not given)	-7%

Further results.
Compound	KDM5B inhibitor
O=C(c1cncc(Br)c1)N1CCC2(CC1)CC(O)CCO2 (stereo not given)	12%
Cc1ccc(CN2C(=O)NC3(CCCN(C(=O)c4cccc(C)c4)C3)C2=O)cc1 (stereo not given)	15%
CC(NC(=O)c1sc2ccccc2c1Cl)c1ccncc1 (stereo not given)	10%
COc1ccc(NC(=O)CC2C(=O)N(c3ccc(C)cc3)C(=O)N2C2CCCCC2)cc1 (stereo not given)	7%
COc1ccc(/C=C/C(=O)Oc2ccc(Br)cc2)cc1	32%[activator]
COc1ccc(-n2c(=O)c3c4c(sc3n(C)c2=O)CN(C(C)=O)CC4)cc1	-9%
CCc1nn2c(=O)cc(COC(=O)c3ccc(NC(=O)COc4ccccc4C)cc3)nc2s1	-24%
COc1ccc(N2C(=S)NC3CS(=O)(=O)CC32)cc1 (stereo not given)	20%
Cc1cccc(O[C@H]2COCCN(Cc3ccccn3)C2)n1	-36%[86.2 µM]
Cc1ccc(CSC2=Nc3ccccc3C3=NC(CC(=O)NCc4cccs4)C(=O)N23)c(C)c1 (stereo not given)	?
O=C(Nc1ccc2nc(SCC(=O)N3CCc4ccccc43)sc2c1)c1ccc(F)cc1	?
O=C(c1cc2ccccc2cc1O)N1CCCC1	15%
Cc1ccc(OCC(=O)Nc2c(C)ccc3nsnc23)cc1C	14%
Cc1csc2nc(COC(=O)c3ccccc3NC(=O)c3cccc(Br)c3)cc(=O)n12	?
COC(=O)C1=C(C)N(c2ccccc2)C(=O)CC1C(=O)Nc1ccc(F)c(F)c1 (stereo not given)	18%
COC(=O)c1cc(-c2cccs2)nc2ccccc12	?
CC(C)N1CCC(NC(=O)C2CC2)CC1	10%
Cc1cc(F)ccc1OC1CN(Cc2cccnc2)C1	-10%[86.2 µM]
COCCN1CC(CO)C2(CCN(Cc3cccc(OC)n3)CC2)C1 (stereo not given)	?
Cc1cccc(-n2c(SCC(N)=O)nc3c(c2=O)C2(CCCC2)Cc2ccccc2-3)c1	?
COc1ccc(C(=O)Nc2c(O)ccc3ccccc23)cc1	?
Cc1ccc(CN(C(=O)c2ccc(C(C)(C)C)cc2)c2ccccn2)o1	?
COc1ccc(NC(=O)N2CCc3c(C(=O)N(C)Cc4ccco4)cccc32)cc1	8%
C=CCN(C(=O)CCC(=O)Nc1cc(C)on1)C(C(=O)NC1CCCC1)c1ccc(OC)c(OC)c1 (stereo not given)	12%
Cc1oc2ccn(Cc3ccccc3F)c(=O)c2c1C(=O)NC(C)c1ccccc1 (stereo not given)	-11%

KDM5B inhibitor, hit marks shown above.
Compound	KDM5B inhibitor
CCCc1noc(-c2ccn3c(CNC(=O)c4cccnc4)nnc3c2)n1	28µM*

These rows are one share of the data; count on the stated rates, not on these rows.
